Diaphorase inh – inhibits diaphorase or chemically oxidizes, flagging diaphorase assay artifacts | diaphorase resazurin-to-resorufin fluorescence, NADH, 16 min; bacterial (C. kluyveri) enzyme, not human | 190,000 compounds, 0.69% hits | inhibition, % at 20 µM;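 active = primary screen inhibition at 20 µM above a set limit, cut at about 50% in these data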;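 note: plate controls were DMSO with full reaction for no effect and wells lacking NADH for full effect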
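material = Clostridium kluyveri diaphorase enzyme | amount = 0.14 U/mL diaphorase, enzyme working solution | schedule = incubation 16 min, room temperature | detection = fluorescence of resorufin formed from resazurin, Ex 544/Em 590 nm | benchmarks = positive control minus NADH, DMSO neutral control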
APP 5'UTR act – activates APP 5'UTR luciferase reporter | SH-SY5Y APP 5'UTR luciferase reporter, luminescence; zero percent = DMSO vehicle wells | activation, % at 2 µM | 190,000 compounds, 1% hits | AID 1276;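 active = activation above a set limit, based on mean plus 3 SD of controls, cut at about 140% in these data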; note: values of inactives mirror those of a sister screen read the other way
APP transl inh – APP translation inhibition | SH-SY5Y APP 5'UTR-luciferase reporter, luminescence | inhibition, % at 2 µM | 190,000 compounds, 0.82% hits | AID 1285;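 active = inhibition above a set limit, derived from the sample mean plus 3 SD, cut at about 45% in these data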; note: values of inactives mirror those of a sister screen read the other way
Diaphorase act – activates diaphorase or chemically reduces, flagging diaphorase assay artifacts; activation factor at 20 µM; 190,000 compounds, 0.005% hits; AID 1229; Diaphorase/resazurin coupled assay, resorufin fluorescence, 16 min; hits give high values; 1 = vehicle wells, 0 = NADH-free wells;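 active = diaphorase activity raised at least twofold by the compound at 20 µM; inactive = activation factor below 2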
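Material: Purified diaphorase enzyme from Clostridium kluyveri | Buffer or medium: 50 mM HEPES pH 7.4 with 4.542 mM MgCl2, 0.005% Tween 20 | Times: 16 min enzyme reaction, ambient temperature | Signal: Red resorufin fluorescence at 544/590 nm excitation/emission | Measure: Increased resorufin signal from activators or reducing compounds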
FLuc stim CS – firefly luciferase counter-screen for stimulation assays | P08659 | ATPlite luciferase biochemical, luminescence, 10 min; 0 = ATP-free wells, 1 = DMSO control | activation factor at 10 µM | 200,000 tested, under 10 active;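 active = luciferase activation factor, scaled between plate controls, of at least 2 with compound at 10 µM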
Target sequence (P08659 whole entry, looked up): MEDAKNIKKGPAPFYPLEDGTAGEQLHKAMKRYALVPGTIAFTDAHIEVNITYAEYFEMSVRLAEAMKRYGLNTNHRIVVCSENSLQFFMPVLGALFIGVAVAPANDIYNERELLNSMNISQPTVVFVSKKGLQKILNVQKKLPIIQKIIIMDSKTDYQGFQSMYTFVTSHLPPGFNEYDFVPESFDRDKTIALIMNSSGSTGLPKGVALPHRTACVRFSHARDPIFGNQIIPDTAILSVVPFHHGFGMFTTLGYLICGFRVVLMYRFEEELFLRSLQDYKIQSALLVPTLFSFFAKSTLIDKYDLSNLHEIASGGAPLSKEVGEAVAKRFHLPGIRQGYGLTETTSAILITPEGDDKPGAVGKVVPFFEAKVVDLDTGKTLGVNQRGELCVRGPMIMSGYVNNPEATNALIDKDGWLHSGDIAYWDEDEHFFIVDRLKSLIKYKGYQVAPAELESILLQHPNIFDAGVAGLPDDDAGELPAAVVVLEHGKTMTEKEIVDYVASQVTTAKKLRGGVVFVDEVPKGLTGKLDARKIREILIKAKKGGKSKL
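System: luciferase plus luciferin reagent, cell-free; medium: PBS as buffer for the ATP substrate; dosing: test compounds dosed from 2 mM stocks in 100% DMSO; timing: 10 min post-reagent at room temperature; measured by: luminescence measurement of luciferase light output; evaluation: luciferase activation, seen as luminescence increase over controls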
G6PDH counter – counter-screen for G6PDH assay hits: L. mesenteroides G6PDH inhibition. Purified L. mesenteroides G6PDH, diaphorase/resazurin coupled fluorescence, 45 min. 200,000 compounds, 0.12% hits. inhibition, % at 5 µM. AID 1020; in the data active = inhibition above about 50%
NF-kB expr up – raises NF-kB expression in human neuronal cells. fold change at 12.5 µM. AID 1239. 190,000 compounds, 1.6% hits. NF-kB reporter expression; hits give high values; in the data active = fold change above about 3.3
TLR4 MyD88 comp – TLR4-MyD88 interaction inhibition in cells; HeLa CL3-4 TLR4/MyD88 BLA complementation, FRET ratio; inhibition, % at 8.4 µM; 200,000 compounds, 0.18% hits; AID 861; in the data active = inhibition above about 25%;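 note: 0% = vehicle and 100% = reference inhibitor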
STAT1 act – STAT1 signaling activation. NIH 3T3 STAT1-luciferase reporter, IFN-gamma, luminescence; 100% = IFN-gamma alone, no compound. activation (% of control), % at 5.5 µM. 200,000 compounds, 2.6% hits. AID 932;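 active = activation above the screen-wide mean activation plus 3 SD, cut at about 130% in these data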;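 note: raw ratio to IFN-gamma control signal so 100% means no change and 0% no light; values of inactives mirror those of a sister screen read the other way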
FLuc inh counter – counter-screen for luciferase assay inhibitors: firefly luciferase inhibition | 200,000 compounds, 1.5% hits | ATPLite firefly luciferase biochemical luminescence, 10 min | P08659 | inhibition, % at 10 µM;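 active = inhibition above about 50% when tested at 10 µM, limit read from the data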
* = called active by the depositor; . = not tested or not shown. Hits appear at their usual frequency (roughly 5.6% active in at least one column).

Compound	Diaphorase inh	APP 5'UTR act	APP transl inh	Diaphorase act	FLuc stim CS	G6PDH counter	NF-kB expr up	TLR4 MyD88 comp	STAT1 act	FLuc inh counter
CC(C)Oc1ccc(C2C(C#N)=C(N)Oc3c2oc(CO)cc3=O)cc1 (stereo not drawn)	12	6	-6	0.9	1	7	1.3	-2	102	-3
COc1cc(-c2nc3ccccn3c2NCC2CCCO2)ccc1O (stereo not drawn)	22	-9	9	0.8	1	2	0.59	-4	106	-4
COC(=O)C1=NN(c2ccccc2)C2(S1)SC(C(C)=O)=C(C)N2c1ccccc1 (stereo not drawn)	13	-7	7	0.9	1.1	0	0.81	13	93	-7
Cc1ccc(S(=O)(=O)N2CCN(C(=O)CSc3nnnn3C)C2)cc1	8	8	-8	0.9	1.1	-15	1.1	-13	95	-10
CC(NC(=O)Cn1ccsc1=N)C12CC3CC(CC(C3)C1)C2 (stereo not drawn)	16	17	-17	0.8	1	3	0.9	5	100	-3
O=C1NC(=O)C2(COC(c3ccccc3Cl)OC2)S1 (stereo not drawn)	3	0	0	1	1	5	0.93	4	96	0
CCNC(=S)NC1CC2CCCC(C1)N2Cc1ccco1 (stereo not drawn)	15	-16	16	0.9	1.1	3	1.1	8	99	-10
CCCCCSc1nncc(=O)[nH]1	10	-9	9	0.9	1.1	-3	0.98	-1	103	-6
C/C(=N\Nc1ccccn1)c1ccc(C#N)cc1	9	-16	16	0.9	1	8	1.1	10	104	-4
CC(C)CCNC(=O)COc1ccc2c(c1)C(=O)CC(C)(C)O2	5	2	-2	0.9	1	11	1.2	1	105	-3
COC(=O)c1c(NC(=O)/C=C/C(=O)O)sc(Cc2ccccc2)c1C	10	-4	4	0.9	1.1	-10	1.1	-15	102	-7
COCCCNC(=S)N1CCC(NC(=O)Nc2ccc(C)cc2)CC1	4	3	-3	1	1	8	0.97	10	91	-4
COc1ccc(NC(=S)Nc2ccc3snnc3c2)cc1	23	41	-41	0.8	1.1	18	1.4	-6	109	-8
C=CCn1c(N)c(C(=O)NCc2cccnc2)sc1=S	20	17	-17	0.8	1.1	-1	1.6	-8	99	-6
CCOc1ccc(CCNC(=O)C2=C(C)C(=O)OC23CCC(C)CC3)cc1 (stereo not drawn)	4	2	-2	1	1.1	12	1.4	-3	100	-10
Cn1nc(C(F)(F)F)c(/C=N/OC(=O)c2ccccc2Cl)c1SCc1ccc(Cl)cc1	10	-1	1	0.9	1	3	1	0	95	-1
CCOc1ccccc1NC(=O)C(NC(=O)C1CCC(C)CC1)C(C)C (stereo not drawn)	11	1	-1	0.9	1.1	0	0.85	-15	99	-6
O=C(CCc1nc(-c2ccccc2)no1)NCC1CCCO1 (stereo not drawn)	8	15	-15	0.9	1	7	0.83	6	102	-2
CCCCSc1nc(C)c(C(C)=O)cc1C#N	13	2	-2	0.9	1	4	1.5	14	111	-4
CC(=O)c1cccc(NC(=O)c2cc(-c3ccc(F)cc3)on2)c1	-1	-2	2	1	1	6	1.6	-1	109	5
COc1cc(/C=C2\SC(=S)N(N3CCOCC3)C2=O)cc(OC)c1OC	2	-12	12	1	1.1	4	0.94	-2	107	-5
O=S(=O)(Oc1ccccc1/C=N/n1cnnc1)c1ccccc1	20	-10	10	0.8	1.1	-1	0.88	-1	99	-7
NC(=O)C1CCN(C(=O)Cc2ccc([N+](=O)[O-])cc2)CC1	8	16	-16	0.9	1	-5	1.4	-7	93	2
COc1ccc(-c2nc(C)ncc2-c2csc(C)n2)c(O)c1	15	-15	15	0.9	1.1	0	0.98	-4	100	-6
COc1cc(/C=N/NC(=O)COc2c(C)cc([N+](=O)[O-])cc2C)ccc1OC(=O)c1ccccc1Br	17	-19	19	0.8	1.1	3	1	-9	105	-6
CS(=O)(=O)N(CC(=O)N1CCN(c2ccccc2)CC1)C1CCCCC1	22	7	-8	0.8	1	0	0.81	5	98	-4
COc1ccc(/C=N/NC(=O)c2ccoc2C)cc1OC	8	26	-26	0.9	0.9	2	1.6	-6	132*	10
CCCOc1cc(C)c(S(=O)(=O)n2ccc(C)n2)cc1C	22	23	-23	0.8	1	8	0.93	3	107	-4
COc1cc(OC)c(NC(=O)c2ccc(Br)o2)cc1Cl	3	-3	3	1	1	3	0.99	3	101	-4
Cc1cc(C(=O)COc2cccnc2[N+](=O)[O-])c(C)n1Cc1cccs1	60*	1	-1	0.4	0.9	11	1.1	2	87	8

Sorted by number of heavy atoms (high to low): some entries from above
Compound	Diaphorase inh	APP 5'UTR act	APP transl inh	Diaphorase act	FLuc stim CS	G6PDH counter	NF-kB expr up	TLR4 MyD88 comp	STAT1 act	FLuc inh counter
COC(=O)c1c(NC(=O)/C=C/C(=O)O)sc(Cc2ccccc2)c1C	10	-4	4	0.9	1.1	-10	1.1	-15	102	-7
COc1ccc(/C=N/NC(=O)c2ccoc2C)cc1OC	8	26	-26	0.9	0.9	2	1.6	-6	132*	10
CCCCSc1nc(C)c(C(C)=O)cc1C#N	13	2	-2	0.9	1	4	1.5	14	111	-4

Two entries from above, as labelled records.
SMILES: O=C(CCc1nc(-c2ccccc2)no1)NCC1CCCO1 (stereo not drawn)
  Diaphorase inh: 8; APP 5'UTR act: 15; APP transl inh: -15; Diaphorase act: 0.9; FLuc stim CS: 1; G6PDH counter: 7; NF-kB expr up: 0.83; TLR4 MyD88 comp: 6; STAT1 act: 102; FLuc inh counter: -2

SMILES: CCCCSc1nc(C)c(C(C)=O)cc1C#N
  Diaphorase inh: 13; APP 5'UTR act: 2; APP transl inh: -2; Diaphorase act: 0.9; FLuc stim CS: 1; G6PDH counter: 4; NF-kB expr up: 1.5; TLR4 MyD88 comp: 14; STAT1 act: 111; FLuc inh counter: -4

(more compounds)
Compound	Diaphorase inh	APP 5'UTR act	APP transl inh	Diaphorase act	FLuc stim CS	G6PDH counter	NF-kB expr up	TLR4 MyD88 comp	STAT1 act	FLuc inh counter
Cc1ccc(NC(NC(=O)c2cccs2)C(Cl)(Cl)Cl)cc1 (stereo not drawn)	23	19	-19	0.8	1	4	0.94	13	99	-4
Cc1cc(C2=NNC(=NC3CCCCC3)SC2)c(C)n1-c1c(C)n(C)n(-c2ccccc2)c1=O	9	6	-6	0.9	1	9	0.92	-6	99	0
Cc1ccc(NC2=NC(c3ccc(O)cc3)n3c(nc(C)cc3=O)N2)cc1 (stereo not drawn)	9	12	-12	0.9	1	8	1.4	-2	95	-2
CCN(CC)S(=O)(=O)c1cccc(C(=O)Nc2ccccc2C(=O)N2CCOCC2)c1	5	-10	10	0.9	1	17	0.87	2	93	3
COc1ccc(CNC(=O)C(=O)NCC(c2ccco2)N2CCOCC2)cc1 (stereo not drawn)	-1	3	-3	1	1	26	0.96	6	96	-1
Cc1ccc(NC(=O)c2ccco2)c(NC(=O)c2cccs2)c1	26	-3	3	0.7	1	-4	0.93	-10	96	-2
CCOC(=O)CSc1nnc(COc2cccc(C)c2)o1	7	6	-6	0.9	1.1	0	1.1	-7	99	-7
Cc1ccc(S(=O)(=O)CCc2nc3ccccc3[nH]2)cc1	.	-10	10	.	1.1	12	1.1	-5	100	-6
O=C(c1cccnc1)N1CCN(S(=O)(=O)c2ccc(S(=O)(=O)N3CCCC3)cc2)CC1	12	-2	2	0.9	1.1	0	0.8	9	102	-6
CCn1c(Cc2cccn2C)nnc1SCC(=O)c1ccc(C)cc1	21	16	-16	0.8	0.9	6	0.92	-2	103	5
CCN1CCN(CC(=O)Nc2ccc(Cl)c(S(=O)(=O)N(C)C)c2)CC1	14	-11	11	0.9	1.1	8	1	-7	99	-6
CSc1c(CC(=O)Nc2ccccc2C(F)(F)F)n(Cc2ccccc2)c2ccccc12	2	36	-36	1	1.1	2	1.1	-4	106	-6
COCCNC(=O)/C(C#N)=C/c1ccc(C)o1	8	-14	14	0.9	1	7	1.2	8	107	-3
COC(=O)Cn1c(O)c(N=NC(=O)c2ccc3c(c2)OCO3)c2ccccc21	17	18	-18	0.8	0.2	14	1.7	-6	97	76*
S=c1sc(SCCOc2ccccc2)nn1-c1ccccc1	13	-10	10	0.9	1.2	-11	1.1	5	108	-19
Cc1ccc(NC(=O)CNc2ccccc2CN(C)C2CCCCC2)cc1	-9	28	-28	1.1	1	1	1.3	4	95	-4
COc1ccc(NC(=O)CCc2nc(-c3ccc(C)cc3)no2)c(OC)c1	9	-24	24	0.9	0.9	8	0.93	-4	101	6
COC(=O)CSC1=C(C#N)C(=O)NC2(CCCCC2)S1	11	6	-6	0.9	1	1	0.99	7	104	-3
CCc1ccccc1NC(=O)CSC1=C(C#N)C(c2ccc3c(c2)OCO3)C2=C(CCCC2=O)N1 (stereo not drawn)	15	2	-2	0.8	1	5	0.84	-3	97	1
O=C(NC1=NCCS1)NC12CC3CC(CC(C3)C1)C2	11	13	-13	0.9	1	-21	1.3	-2	94	-2
CC(C)(CNC(=O)c1cccs1)CNC(=O)c1cccs1	11	18	-18	0.9	1	-4	0.85	8	94	-2
CC(=O)c1c(C)[nH]c(C(=O)N2CCc3ccccc3C2)c1C	9	-3	3	0.9	1	4	1.4	-3	97	-1
COc1cccc(-c2cc(C(=O)NCCN3CCOCC3)no2)c1	12	7	-7	0.9	1	0	1.4	5	106	-4
COC(=O)c1sc(-c2ccccc2)cc1NC(=O)c1ccc(F)cc1	10	0	0	0.9	1	-11	0.92	-6	101	-2
Nc1nc(CN2CCN(c3ccc(F)cc3)CC2)nc(N2CCCc3ccccc32)n1	21	-2	2	0.8	1	4	0.91	11	96	-3
CC(C)(C)C(=O)COc1ccccc1[N+](=O)[O-]	5	-3	3	0.9	1.1	-4	0.75	0	94	-7
CCCc1nc(SCC(=O)c2ccc(OC)cc2)c2c(=O)n(C)c(=O)n(C)c2n1	7	.	.	0.9	1.1	-34	.	.	.	-8
COc1ccccc1OCc1nc(C#N)c(NCc2ccco2)o1	12	5	-5	0.9	1.1	7	1.2	1	97	-5
CC1CC(C)CN(C(=S)Nc2ccc3nc4n(c(=O)c3c2)CCCCC4)C1 (stereo not drawn)	0	4	-4	1	1	12	0.92	2	92	-2
Nc1ccc(N2CCCCC2)cc1N1CCCCC1	57*	-4	4	0.4	1.1	6	0.55	7	104	-6
COCCn1c(=S)[nH]c2ccc(N(C)C)cc2c1=O	25	-8	8	0.8	1	6	0.89	5	103	-4
O=C(CCc1ccccc1)Nc1nc2n(n1)C(c1ccc(Cl)cc1)CC(=O)N2 (stereo not drawn)	11	4	-4	0.9	1	7	0.97	-11	92	-2
O=C(NCc1ccccc1)C1CCCN(S(=O)(=O)c2cccs2)C1 (stereo not drawn)	6	8	-8	0.9	1	-2	0.95	-4	92	0
CCCC1=NN(C(=O)CCc2ccccc2O)C(O)(C(F)(F)F)C1 (stereo not drawn)	10	1	-1	0.9	1	-10	1.1	11	102	-2
O=C(CN(C(=O)c1cccc([N+](=O)[O-])c1)C1CCCCC1)Nc1ccc(Cl)c([N+](=O)[O-])c1	21	-9	9	0.8	1	-1	1.1	-11	103	-5
C=C(C)Cn1c(COc2ccccc2)nnc1SCC(=O)O	6	1	-1	0.9	1	1	1.1	-4	97	-5
